MKP-3 inhibition – MKP-3 phosphatase inhibitors, primary screen, biochemical, rat enzyme, in vitro (AID 425) | recombinant MKP-3 phosphatase activity, fluorescence; higher % means a stronger effect | inhibition, % at 20 µM; hits with a dose series show IC50 in µM | 110,000 compounds, 0.17% hits; in the data active = inhibition above about 50%;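 note: plate controls were vehicle for no effect and reference inhibitor for full effect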
Hsp70 inhibitors – small molecules displacing fluorescent ligand from Hsp70 – biochemical, fluorescence polarization, primary screen (AID 583); one-dose displacement, % at 20 µM; IC50 in µM for titrated hits; 140,000 compounds, 0.06% hits; Hsp70 fluorescence polarization probe displacement, mP; higher % means a stronger effect; in the data active = displacement above about 50%;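 note: plate controls were vehicle for no effect and reference ligand for full effect; a part of the inactive calls stands beside numbers as strong as those of hits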
* = called active by the depositor; . = not tested or not shown; & = joins results of further samples.

SMILES	MKP-3 inhibition	Hsp70 inhibitors
OCCN1CCN(CCCN2c3ccccc3Sc3ccc(Cl)cc32)CC1	12%	-3.8%
CCN(CC)CCNC(=O)c1cc(Cl)c(N)cc1OC	-2%	-2.2%
CN(C)CCOC(C)(c1ccccc1)c1ccccn1 (centres undefined)	-4%	-4.7%
CCOc1ccc(NC(=O)Cn2cc(C(=O)c3ccco3)c3ccccc32)cc1	.	5.6%
O=C(CCN1CCC(c2ccccc2)C1)c1ccc2c(c1)OCCO2 (centres undefined)	-4%	-0.8%&4.7%
O=S(=O)(c1cccc2cnccc12)N1CCCNCC1	-3%	2.2%
Cc1nc2ccccn2c(=O)c1CCN1CCC(C(=O)c2ccc(F)cc2)CC1	5%	5.5%
CCN(CC)CCOC(=O)C1(c2ccccc2)CCCC1	.	0.4%
CCC(C)n1ncn(-c2ccc(N3CCN(c4ccc(OCC5COC(Cn6cncn6)(c6ccc(Cl)cc6Cl)O5)cc4)CC3)cc2)c1=O (centres undefined)	2%	-4.3%
C[C@]12CCC(=O)C=C1CC[C@@H]1[C@@H]2CC[C@@]2(C)[C@H]1CC[C@]2(O)C(=O)CO	6%	-1.4%
Oc1ccc(/C=C/c2cc(O)cc(O)c2)cc1	-4%	0.6%

An excerpt from above in order of their number in Hsp70 inhibitors, smallest number first.
SMILES	MKP-3 inhibition	Hsp70 inhibitors
CCN(CC)CCOC(=O)C1(c2ccccc2)CCCC1	.	0.4%
Oc1ccc(/C=C/c2cc(O)cc(O)c2)cc1	-4%	0.6%
CCOc1ccc(NC(=O)Cn2cc(C(=O)c3ccco3)c3ccccc32)cc1	.	5.6%

Sorted by heavy-atom count (smallest number first): some entries from above.
SMILES	MKP-3 inhibition	Hsp70 inhibitors
CN(C)CCOC(C)(c1ccccc1)c1ccccn1 (centres undefined)	-4%	-4.7%
OCCN1CCN(CCCN2c3ccccc3Sc3ccc(Cl)cc32)CC1	12%	-3.8%
Cc1nc2ccccn2c(=O)c1CCN1CCC(C(=O)c2ccc(F)cc2)CC1	5%	5.5%

These rows are one share of the data; count on the stated rates, not on these rows.
